# N370S GC – qHTS Assay for Inhibitors and Activators of N370S glucocerebrosidase as a Potential Chaperone Treatment of Gaucher Disease. Lysosomal acid glucosylceramidase (Homo sapiens), P04062. N370S GC spleen homogenate, 4MU-glucoside fluorescence. Potency, µM (highest dose often 59.4 µM), for the others: at the top dose activity change, negative = inhibition, most hits filed as inhibitors. 330,000 tested, 0.092% active;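 also: 0% = full enzyme activity and -100% = no enzyme basal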
# KAT2A inh – qHTS Assay for Inhibitors of GCN5L2; Histone acetyltransferase KAT2A (Homo sapiens), Q92830; GCN5L2 HAT assay, ThioGlo1 CoA-SH fluorescence; Potency, µM (doses to about 58.9 µM), for the others: at the highest dose activity change, negative = inhibition, hits mostly inhibitors; 390,000 tested, 0.21% active; AID 504327, 2011
#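 Fluorescence readout, Ex340nm/Em540nm: ThioGlo1 (50uM final) reacts with free CoA thiol released as 20nM GCN5L2 acetylates H3(1-25) peptide (75uM) using acetyl-CoA (70uM). Compound and enzyme sat 15 min beforehand; 20 min room-temperature reaction.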
# FEN1 inhibitor – qHTS Assay for the Inhibitors of Human Flap endonuclease 1 (FEN1) | 390,000 tested, 0.35% active | P39748 | Potency, µM (top dose mostly 114 µM), without a hit: at the highest dose activity change, negative = inhibition, most hits filed as inhibitors | Recombinant FEN1 flap cleavage, fluorescence, 15 min; also: nearly all actives have a fitted effect of over 65% in size
# Target sequence (P39748 whole entry, looked up): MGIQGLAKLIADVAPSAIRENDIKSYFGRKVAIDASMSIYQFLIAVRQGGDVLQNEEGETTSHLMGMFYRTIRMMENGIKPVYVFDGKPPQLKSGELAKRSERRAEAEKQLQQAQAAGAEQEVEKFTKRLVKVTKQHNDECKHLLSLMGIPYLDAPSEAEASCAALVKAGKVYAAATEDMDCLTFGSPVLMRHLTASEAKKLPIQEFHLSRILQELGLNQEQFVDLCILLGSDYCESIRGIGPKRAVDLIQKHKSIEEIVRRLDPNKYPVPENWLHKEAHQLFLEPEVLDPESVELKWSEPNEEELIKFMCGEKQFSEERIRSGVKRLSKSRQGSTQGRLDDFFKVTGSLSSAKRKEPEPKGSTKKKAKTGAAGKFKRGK
#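 Compounds are tested as a concentration series against 10 nM FEN1; after a 15 min room-temperature preincubation, 50 nM substrate starts cleavage, with plate reads at 0 and 15 min. Normalized responses are fitted by a Hill equation.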
# * hit, by the source's call; ? = inconclusive; . = no result given; & = joins results of further samples; [ ] = remark or other dose. Calls follow the shape of the dose curve; as a rule, active = well fitted curve in the direction sought with a large enough effect; inconclusive = small, poorly fitted or top-dose-only effect, or another doubt; inactive = no such curve, though single readings can be large; an effect the other way counts as inactive or inconclusive. Unless noted, % is scaled to controls: 0 for no effect and ±100 for the full control effect; potency is read from the fitted curve at half-maximal effect.
cpd | SMILES | FEN1 inhibitor | N370S GC | KAT2A inh
1 | CCN(CC)c1sc(S(=O)(=O)c2ccccc2)nc1S(=O)(=O)c1ccc(C)cc1 | -9% | . | -8%
2 | Cc1cc(NC(=O)c2ccc3c(c2)OCO3)ccc1NC(=O)c1ccccc1 | 11% | -5% | -1%
3 | Cc1ccc(NS(=O)(=O)c2ccc(N/N=C/c3ccncc3)c([N+](=O)[O-])c2)c(C)c1 | 8% | -10% | -8%
4 | C[C@@H](C(=O)NCC1CC1)[C@@H]1C[C@@]1(C)[C@@H](NC(=O)OCc1ccccc1)c1ccccc1 | -20% | 7%&-13% | 0%
5 | Cn1c(=NC(=O)COc2ccccc2)sc2cccc(F)c21 | 9% | -4% | -6%
6 | CC(C)CNC(=O)c1cc(-c2ccc3c(c2)OCO3)on1 | 3% | -3% | 2%
7 | Cc1ccc(NC(=O)NNC(=O)COc2ccc([N+](=O)[O-])cc2)cc1C | 6% | 3% | -7%
8 | CCOc1cc(C2C3=C(CC(C)(C)CC3=O)N(CCOC)C3=C2C(=O)CC(C)(C)C3)ccc1O | -13% | -5% | -11%
9 | CCNC(=O)NC(=O)CN(C)c1ccccc1 | 14% | -2% | 1%
10 | Cc1ccc(NC(=O)c2nc(S(C)(=O)=O)ncc2N(Cc2ccco2)Cc2ccco2)cc1 | 1% | . | -14%
11 | Cc1ccc(SCCCCN2CCOCC2)cc1 | 5% | -10% | -5%
12 | Cc1ccccc1N(CC(=O)NC1CCCC1)C(=O)C1(C)CC(=O)N=C2C=CC(Cl)=CN21 (centres undefined) | 8% | ? | -3%
13 | Cc1ccc(N=N/C(=C\O)C(=O)c2ccncc2)cc1 | -12% | 2%[12.8 µM] | -5%
14 | CCCCOC(=O)c1ccc(NC(=O)c2cc(-c3cccs3)on2)cc1 | -23% | . | -7%
15 | CCOC(=O)c1c(NC(=O)COC(=O)Cn2cnc3c2c(=O)n(C)c(=O)n3C)sc(C)c1CC | -8% | 3% | -13%
16 | Fc1ccc(NCc2nnc(SCc3nnc(-c4ccccc4)o3)n2Cc2ccccc2)cc1 | -13% | 12% | -18%
17 | Brc1ccccc1OCCCN1CCOCC1 | -17% | -2% | -4%
18 | Cc1ccc(S(=O)(=O)Nc2ccc3c(c2)nc2n3CCN(Cc3ccccc3)C2)cc1 | -11% | -12% | 0%
19 | Fc1ccccc1NC(=S)N(CCN1CCCCC1)Cc1ccco1 | -2% | 4% | -5%
20 | O=C(Nc1ncc2c(n1)CC(c1ccc(Cl)cc1)CC2=O)c1ccco1 (centres undefined) | 1% | -5% | -1%
21 | COc1ccc(C)cc1S(=O)(=O)NCC(c1cccs1)S(=O)(=O)c1ccc(C)cc1 (centres undefined) | 11% | . | 2%
22 | O=C(NC1CC1)C1=C[C@H](c2csc3ccccc23)C[C@H](OCc2ccc(CO)cc2)O1 | 4% | -3% | -16%
23 | Cc1ccc(C(c2nnnn2C2CCCC2)N2CCc3ccccc32)cc1 (centres undefined) | -1% | 6% | -8%
24 | O=C(Nc1ccccn1)c1ccc(-c2ccccc2)cc1 | -16% | -15% | 0%
25 | C=CCC[C@@H](Cc1ccc(F)cc1)C(=O)OC[C@H]1CCCN1C(=O)[C@@H](CC=C)CC(=O)N[C@H](CO)Cc1ccccc1 | -21% | . | -11%

# From compound 24 up to 25, as listed above:
cpd | SMILES | FEN1 inhibitor | N370S GC | KAT2A inh
24 | O=C(Nc1ccccn1)c1ccc(-c2ccccc2)cc1 | -16% | -15% | 0%
25 | C=CCC[C@@H](Cc1ccc(F)cc1)C(=O)OC[C@H]1CCCN1C(=O)[C@@H](CC=C)CC(=O)N[C@H](CO)Cc1ccccc1 | -21% | . | -11%

# 3 compounds already listed, arranged by the value under KAT2A inh, largest number first.
no. | molecule | N370S GC | KAT2A inh
5 | Cn1c(=NC(=O)COc2ccccc2)sc2cccc(F)c21 | -4% | -6%
3 | Cc1ccc(NS(=O)(=O)c2ccc(N/N=C/c3ccncc3)c([N+](=O)[O-])c2)c(C)c1 | -10% | -8%
22 | O=C(NC1CC1)C1=C[C@H](c2csc3ccccc23)C[C@H](OCc2ccc(CO)cc2)O1 | -3% | -16%

# Remaining list, next part:
cpd | SMILES | FEN1 inhibitor | N370S GC | KAT2A inh
26 | COc1ccc(CN(C)C(=O)c2ccc(Oc3ccccc3)cc2)cc1F | -5% | -3% | -7%
27 | CCOc1cccc(C(=O)Nc2nccs2)c1 | 0% | 7% | -1%
28 | Cc1cc(C)n(-c2ncnc3ccccc23)n1 | 20% | -12% | 1%
29 | CCN(C(=O)CSc1nnc(Cc2ccccc2F)n1N)C1CCS(=O)(=O)C1 (centres undefined) | 4% | 0% | -25%
30 | C=CCNCCCCOc1ccccc1 | 7% | -2% | -6%
31 | CCCC1CC(C#N)N(N(C)C)C1=C(C#N)C#N (centres undefined) | 8% | -12% | -4%
32 | COC(=O)/C(=C1/Oc2cc3c(cc2S1)OCO3)C(F)(F)F | 8% | 9% | -2%
33 | CCN1C(=O)[C@H]2[C@@H](c3ccc(Cl)cc3)N3C(=O)CN(CCOC)C(=O)[C@@]3(Cc3ccccc3)[C@H]2C1=O | 25% | 4% | -3%
34 | O=C(Nc1ccnn1C1CCN(C(=O)c2cccc(Cl)c2)CC1)C1CCOC1 (centres undefined) | -1% | -7% | -2%
35 | CC(=O)Nc1ccc(N2N=C(C)C(N=Nc3ccccc3)C2=O)cc1 (centres undefined) | -2% | 11% | -1%
36 | COc1ccccc1NC(=O)N1CCCC1C(=O)NC12CC3CC(CC(C3)C1)C2 (centres undefined) | -10% | -6% | 0%
37 | O=C(Nc1ccc(S(=O)(=O)Nc2ncccn2)cc1)c1ccc(Br)s1 | 5% | 6% | -3%
38 | COc1ccc(Oc2ncc3nc(-c4cccc(C#N)c4)c(=O)n(C)c3n2)cc1 | . | -3% | -9%
39 | C/C(=N\NC(=O)c1cc(C)[nH]n1)c1ccc(-c2ccccc2)cc1 | 6% | 0% | -4%
40 | Cc1cc(C)c(S(=O)(=O)NCC(c2ccco2)N2CCN(c3ccccc3)CC2)c(C)c1 (centres undefined) | -20% | . | 2%
41 | COCC(C)n1c(SCC(=O)NNC(=O)c2ccc(F)cc2)nc2ccccc2c1=O (centres undefined) | -4% | 0% | 4%
42 | Cc1cc(C)c(OCC(=O)NCCCn2nc(C)cc2C)c(C)c1 | 0% | . | 1%
43 | Cc1ccc(OCC(=O)NC(=S)Nc2ccccn2)c(Br)c1 | 14% | 1% | -4%
44 | CCOC(=O)/C(=C/c1c(C)n(C)c2ccc([N+](=O)[O-])cc12)C(C)=O | ? | 12% | -6%
45 | C=CCn1c(CCC(O)CCCCC)n[nH]c1=S (centres undefined) | 1% | -1% | -3%
46 | O=C(NCCc1ccccc1)NC1CCCCC1 | -7% | 6% | -4%
47 | CSc1nnc2n(C3CCCCC3)c(=O)c3c4c(sc3n12)CCCC4 | . | 1% | -1%
48 | CCOc1ccc(Cn2c3ccc(OC)cc3c3nc4ccccc4nc32)cc1OC | -17% | -3% | -5%
49 | CC(=O)N1CCc2cc(S(=O)(=O)NCCC(=O)N3CCN(c4ccccn4)CC3)ccc21 | -5% | -22% | -6%
50 | COc1ccc(-c2cc(C3CCN(Cc4ccc([N+](=O)[O-])cc4)CC3)[nH]n2)cc1 | -15% | -21% | -21%
51 | COc1ccccc1NC(=O)C(=O)c1cn(CC(=O)N2CCOCC2)c2ccccc12 | 18% | -14% | -12%
52 | CC(Cc1ccccc1)N1C(=O)c2cccc([N+](=O)[O-])c2C1=O (centres undefined) | -1% | 4% | -5%
53 | CCOC(=O)c1ccc(NC(=O)CN2C(=O)COc3ccc(Cl)cc32)cc1 | -16% | . | 5%
54 | O=C(Nc1cccc(-c2nc3ccccc3o2)c1)c1cccc2c(Cl)cccc12 | -4% | . | 1%
55 | CC(=O)N1CCN(CCS(=O)(=O)c2cc(Cl)ccc2Cl)CC1 | 4% | . | -1%
56 | CCc1ccccc1NC(=S)N(CCN(C)C)C(C)c1ccco1 (centres undefined) | -2% | 11% | -2%
57 | COc1cccc(CNC(=O)c2ccccc2NC(=O)C2=C(C)OCCS2)c1 | 11% | -1% | -20%
58 | COc1cc(C(=S)N2CCC(C)CC2)ccc1O | -9% | -2% | -5%
59 | CC1CC(CC(C)C(=O)NC(=S)Nc2ccc(S(N)(=O)=O)cc2)C(=O)O1 (centres undefined) | -2% | -1% | -4%
60 | O=C(CC(=O)NCc1ccc(Cl)cc1)NCc1ccc(Cl)cc1 | 16% | -8% | -11%
61 | CCCn1c(SCC(=O)Nc2nnc(C(C)C)s2)nc2c1c(=O)n(C)c(=O)n2C | -8% | 3% | 0%
62 | CC(C)(C)NC(=O)N1CCC(C(=O)O)CC1 | 1% | . | 2%
63 | Cc1noc(/C=C/N(C)C)c1S(=O)(=O)N1CCCC(C(=O)NCc2ccc(F)cc2)C1 (centres undefined) | . | -10% | -3%
64 | O=C(CN1CCN(Cc2ccccc2F)C1=O)NCc1ccccc1 | 15% | . | 2%
65 | O=S(=O)(N/N=C/c1c(F)cccc1Cl)c1ccccc1 | 10% | 3% | -27%
66 | CN(C)c1ccc(N2C(=O)CC(Sc3ccccc3C(=O)O)C2=O)cc1 (centres undefined) | 0% | -11% | -7%
67 | COc1ccc(CCNC(=O)C(C(=O)c2ccccc2)n2ccccc2=O)cc1OC (centres undefined) | 1% | 7% | -9%
68 | Cn1nnnc1SCC(=O)NCc1ccccc1 | 6% | 5% | -1%
69 | CCOc1ccc(OCC)c(NC(=O)C2CCN(S(=O)(=O)c3c(C)noc3C)CC2)c1 | -19% | 1% | -2%[0.501 µM]
70 | Cc1cc(C)cc(-n2cccc2/C=C2/C(=N)N3C(=NC2=O)SN=C3S(C)(=O)=O)c1 | -6% | 1% | ?
71 | Cc1ccc(C)c(NS(=O)(=O)c2ccc(-c3cnc(C4CC4)o3)cc2)c1 | -16% | -6% | -5%
72 | CS(=O)(=O)N(CC(=O)N1CCN(c2ccccc2F)CC1)c1cccc(C(F)(F)F)c1 | -10% | -11% | 1%
73 | O=C(COc1ccccc1F)c1ccc(O)cc1O | -13% | 0% | -4%
74 | CCC(c1ccccc1)c1nnc(NC(=O)c2ccco2)s1 (centres undefined) | -3% | 2% | -4%
75 | Cc1ccccc1C(=O)c1c[nH]c(C(=O)N2CCN(c3ccccc3F)CC2)c1 | 4% | -4% | -11%
76 | O=C(N/N=C/c1ccc(OC(=O)c2ccccc2)cc1)c1ccc(CN2CCOCC2)cc1 | 9% | -10% | -6%
77 | COc1ccc2c(C)cc(=S)[nH]c2c1 | -13% | -2% | -4%

# Structures listed so far that have a Cl atom, in the order listed:
cpd | SMILES | FEN1 inhibitor | N370S GC | KAT2A inh
12 | Cc1ccccc1N(CC(=O)NC1CCCC1)C(=O)C1(C)CC(=O)N=C2C=CC(Cl)=CN21 (centres undefined) | 8% | ? | -3%
20 | O=C(Nc1ncc2c(n1)CC(c1ccc(Cl)cc1)CC2=O)c1ccco1 (centres undefined) | 1% | -5% | -1%
33 | CCN1C(=O)[C@H]2[C@@H](c3ccc(Cl)cc3)N3C(=O)CN(CCOC)C(=O)[C@@]3(Cc3ccccc3)[C@H]2C1=O | 25% | 4% | -3%
34 | O=C(Nc1ccnn1C1CCN(C(=O)c2cccc(Cl)c2)CC1)C1CCOC1 (centres undefined) | -1% | -7% | -2%
53 | CCOC(=O)c1ccc(NC(=O)CN2C(=O)COc3ccc(Cl)cc32)cc1 | -16% | . | 5%
54 | O=C(Nc1cccc(-c2nc3ccccc3o2)c1)c1cccc2c(Cl)cccc12 | -4% | . | 1%
55 | CC(=O)N1CCN(CCS(=O)(=O)c2cc(Cl)ccc2Cl)CC1 | 4% | . | -1%
60 | O=C(CC(=O)NCc1ccc(Cl)cc1)NCc1ccc(Cl)cc1 | 16% | -8% | -11%
65 | O=S(=O)(N/N=C/c1c(F)cccc1Cl)c1ccccc1 | 10% | 3% | -27%
